PP5 inh = PP5 phosphatase inhibitors, primary screen, biochemical, fluorescence; 320,000 compounds, 0.18% hits; inhibition, % at 6.7 µM; Serine/threonine-protein phosphatase 5 (Homo sapiens), P53041; AID 1987, 2009; purified PP5c, OMFP substrate fluorescence;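 active = inhibition above the campaign's mean inhibition across all tested compounds plus 3 SD, cut at about 9.5% in these data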;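 also: 0% = DMSO only and 100% = 100 µM cantharidin control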
TPT1 inhibitor = Candida albicans TPT1 enzyme inhibitors, primary screen, biochemical, fluorescence polarization; tRNA 2'-phosphotransferase TPT1 (Candida albicans SC5314); recombinant caTPT1, FP RNA substrate dephosphorylation; inhibition, % at 5 µM; 300,000 compounds, 0.81% hits;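 active = inhibition above the mean of all tested compounds plus 3 SD, set per screening campaign, cut at about 24% in these data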;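 also: plate controls were DMSO alone for no effect and ferristatin control at 100 nM for full effect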
Efflux pump inh = inhibitors of Candida efflux pumps in yeast, primary screen, S. cerevisiae, Nile Red, multiplex; 330,000 compounds, 0.44% hits; S. cerevisiae Candida pump triplex; inhibition, % at 10 µM; AID 485275, 2010;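 active = plate passing quality check with inhibition over a set limit, or well fluorescence over plate mean plus 4 SD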;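 also: Nile Red retained in pooled yeast measured as flow cytometry median fluorescence; 0% = buffer negative control and 100% = Enniatin B positive control; higher means more Nile Red kept so more efflux inhibition; some compounds called inactive have numbers as strong as hits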
HCV core dimer = inhibitors of HCV core protein dimerization, primary screen, biochemical, TR-FRET, high-throughput; TR-FRET GST/Flag-core106 dimerization, 1536-well; inhibition, % at 5 µM; 300,000 compounds, 0.33% hits; AID 1899, 2009;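 active = inhibition above the mean of all tested compounds plus 3 SD, set per screening campaign, cut at about 45% in these data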
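assay system = GST-tagged and Flag-tagged HCV core protein residues 1-106 | controls = unlabelled core106 and no-GST-core106 wells | incubation = compound-protein-antibody incubation 4 h at 22.5 °C | probe or stimulus = Eu donor and XL665 acceptor anti-tag antibodies | read-out = % inhibition based on acceptor/donor emission ratio | signal = TR-FRET 671 and 617 nm emission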
procasp7 counter = procaspase-7 activators, primary screen, counter-screen for procaspase-3 activator project, biochemical, absorbance, HTS, human | activation, % at 8.5 µM | AID 463210, 2010 | 330,000 compounds, 0.093% hits | recombinant procaspase-7, Ac-DEVD-pNA absorbance 405 nm; D23A/D198A/D206A triple mutant, cannot self-cleave; scale: DMSO 0, 5 µM enzyme 100;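 active = percent activation above the screen-wide mean plus 3 SD, cut at about 25% in these data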
Target sequence (P55210 whole entry D23A/D198A/D206A): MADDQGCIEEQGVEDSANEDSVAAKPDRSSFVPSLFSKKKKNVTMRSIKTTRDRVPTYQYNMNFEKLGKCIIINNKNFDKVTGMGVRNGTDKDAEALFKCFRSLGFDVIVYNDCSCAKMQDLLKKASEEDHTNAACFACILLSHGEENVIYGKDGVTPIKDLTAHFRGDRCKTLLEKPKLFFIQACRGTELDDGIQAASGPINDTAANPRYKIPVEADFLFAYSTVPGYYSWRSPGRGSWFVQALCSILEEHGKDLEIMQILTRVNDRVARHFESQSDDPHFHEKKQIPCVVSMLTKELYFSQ
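buffer or medium = Zinc-free HEPES/NaCl buffer, pH 7.4 | material = Procaspase-7 triple mutant (PC-7 D3A) | input = 2 µM procaspase-7 mutant as dispensed | signal = Epi-absorbance of released pNA at 405 nm, two timepoints | timing = 1 h preincubation, 2 h reaction | replicates = singlicate compound testing | evaluation = % activation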
CTSL1 counter = Fasciola hepatica cathepsin L1 inhibitors, primary screen, counter-screen for PFM18AAP inhibitor project, biochemical, QFRET, fluorogenic peptide substrate; inhibition, % at 5.96 µM; 300,000 compounds, 0.49% hits; recombinant F. hepatica cathepsin L1, Z-Leu-Arg-MCA fluorescence;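 active = inhibition above the mean of all tested compounds plus 3 SD, set per screening campaign, cut at about 17% in these data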;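 also: 0% = plate median of test compound wells and 100% = 1 µM Z-Phe-Ala-diazomethylketone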
PP1 inh = PP1-alpha phosphatase inhibitors, primary screen, counter-screen for PP5 inhibitor project, biochemical, fluorescence, OMFP substrate, single point; Serine/threonine-protein phosphatase PP1-alpha catalytic subunit (Homo sapiens), P62136; purified PP1alpha; inhibition, % at 6.7 µM; 320,000 compounds, 0.9% hits; AID 2235, 2010;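 active = inhibition above the mean inhibition of all tested compounds plus 3 SD, computed separately for each screening campaign, cut at about 15% in these data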
Target sequence (P62136 whole entry, looked up): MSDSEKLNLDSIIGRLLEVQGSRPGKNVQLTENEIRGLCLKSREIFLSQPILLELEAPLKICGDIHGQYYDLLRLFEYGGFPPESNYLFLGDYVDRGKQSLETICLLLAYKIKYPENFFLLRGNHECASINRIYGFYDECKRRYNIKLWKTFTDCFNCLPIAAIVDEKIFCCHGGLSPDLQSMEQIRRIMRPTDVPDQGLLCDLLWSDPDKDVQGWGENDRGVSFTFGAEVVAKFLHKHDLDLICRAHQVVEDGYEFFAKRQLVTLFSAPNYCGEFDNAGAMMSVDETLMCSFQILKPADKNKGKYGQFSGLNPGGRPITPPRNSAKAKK
JMJD2C inh = inhibitors of GASC-1 histone demethylase, primary screen, biochemical, fluorescence, DELFIA europium | GST-JMJD2C(1-420) H3K9me3 demethylation | inhibition, % at 2.35 µM | 330,000 compounds, 0.069% hits | AID 2099, 2009;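 active = more than half of a compound's replicate wells show inhibition beyond 50%, single wells judged on their own value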;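 also: signal counts dimethyl H3K9 product captured on neutravidin plate; 0% = median of DMSO wells and 100% = 0.3 times that DMSO median; strong numbers were not always called active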
Target sequence (Q9H3R0 1-420 limits assumed): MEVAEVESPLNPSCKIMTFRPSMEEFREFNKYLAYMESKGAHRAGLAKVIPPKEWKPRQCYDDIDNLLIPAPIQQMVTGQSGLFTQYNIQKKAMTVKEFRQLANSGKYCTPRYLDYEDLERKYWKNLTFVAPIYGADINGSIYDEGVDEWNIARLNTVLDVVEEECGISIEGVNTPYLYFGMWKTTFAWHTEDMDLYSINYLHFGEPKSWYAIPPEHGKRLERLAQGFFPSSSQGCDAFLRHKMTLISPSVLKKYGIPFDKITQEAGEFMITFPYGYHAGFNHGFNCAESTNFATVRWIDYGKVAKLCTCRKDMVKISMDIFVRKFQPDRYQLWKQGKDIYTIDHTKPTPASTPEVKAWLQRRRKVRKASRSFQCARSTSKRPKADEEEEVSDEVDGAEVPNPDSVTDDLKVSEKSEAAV
proCasp3 act = activators of human procaspase-3 D3A mutant, primary screen, biochemical, absorbance, PC-3 D3A mutant, single concentration; recombinant procaspase-3 D3A, Ac-DEVD-pNA absorbance 405 nm; activation, % at 8.5 µM; Caspase-3 (Homo sapiens), P42574; AID 463141, 2010; 330,000 compounds, 0.11% hits;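 active = activation above the mean of all tested compounds plus 3 SD, cut at about 21% in these data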;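 also: 0% = DMSO alone and 100% = DMSO wells spiked with extra 5 µM PC-3 D3A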
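System: Procaspase-3 D3A mutant. Medium: Zinc-free 300 mM NaCl, 50 mM HEPES, 0.01% Triton X-100. Schedule: 1 h preincubation plus 2 h reaction at 25 °C. Measured by: 405 nm absorbance of p-nitroaniline, reads at 0 and 120 min. Read-out: percent activation relative to control range.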
* hit, by the source's call; . = not tested or not shown. The list is partial; rates above refer to the full screens.

SMILES	PP5 inh	TPT1 inhibitor	Efflux pump inh	HCV core dimer	procasp7 counter	CTSL1 counter	PP1 inh	JMJD2C inh	proCasp3 act
CC12CN3CC(C)(CN(C1)C3c1cccs1)C2=O (centres undefined)	-1.1	1	-0.1	-4	5	2	-1	-9	1
O=P(OCC(F)(F)C(F)F)(N1CCOCC1)N1CCOCC1	-0.8	1	0.0	-4	-9	0	-2	-2	1
COC(=O)C1=C(c2ccccc2OCc2ccccc2)C[C@@H]2CC[C@H]1N2C(=O)NCc1ccc(F)cc1	2.6	.	-0.1	.	3	.	8	-6	-2
COC(=O)C1=C(c2ccc(OC(F)(F)F)cc2)C[C@@H]2CC[C@H]1N2C(=O)NCCO	-1.5	.	-0.1	.	-4	.	2	-4	0
O=P1(NC2CCCC2)COc2ccccc2OC1	1.2	-3	-0.1	5	1	0	-2	16	8
COc1ccc(CCNCc2ccccn2)cc1OC	0.2	-1	-0.1	0	4	-1	-5	5	7
CC(C)(C)C(=O)Cn1c(NCCCl)nc2ccccc21	3.5	-5	0.1	2	-2	-3	3	26	-3
COc1ccccc1CN1CCCCC1c1cccnc1 (centres undefined)	2.5	1	0.0	-1	2	0	6	-5	15
COc1ccccc1OCC(=O)Nc1ccc(Cl)cc1C(=O)c1ccccc1	3.7	2	-0.1	2	3	-1	-2	0	5
CCOC(=O)c1c(C)[nH]c(C(=O)C(Cc2ccccc2)N(C)C)c1C (centres undefined)	-0.5	-2	0.2	1	-5	5	-4	2	5
Cc1cc(=O)oc2cc(OCC(=O)N3CCN(Cc4ccc5c(c4)OCO5)CC3)ccc12	1.2	-1	0.6	10	11	-5	0	41	1
CCCCc1nc2ccccc2c(=O)n1-c1ccc(O)cc1	2.4	3	0.2	8	6	-1	2	2	-3
C=CC12CN(C)[C@@H]3C4CO[C@H](C[C@H]41)[C@]1(C(=O)Nc4ccccc41)[C@@H]32 (some centres undefined)	3.3	-1	0.5	-7	-7	-3	-5	-12	6
CCOCCCN=Cc1c(O)n(Cc2ccccc2)c(=O)[nH]c1=O	0.4	2	-0.1	-5	7	-2	1	-19	14
COC(=O)C1=C(c2cc3ccccc3s2)C[C@@H]2CC[C@H]1N2C(=O)N1CCC(O)CC1	4.5	-4	0.0	-7	-11	-2	3	-2	0
COc1ccc(C2=NS(=O)(=O)N(C)C(C(=O)N3CCC4(CC3)OCCO4)=C2)cc1OC	-0.5	-5	0.0	6	-1	3	0	-25	10
CCOC(=O)C1SC2(C(F)(F)F)CC1(O)c1c(C)cc(C)nc1O2 (centres undefined)	-1.3	-4	0.0	-2	3	0	-5	10	-4
COc1ccc(CN2C(=O)NC(=O)/C(=C\c3cc(OC)c(OC)c(OC)c3)C2=O)cc1	-1.2	11	-0.1	5	-25	1	0	24	-10
CC1(C)CC(CCNCc2ccc3c(c2)OCO3)(Cc2ccccc2)CCO1 (centres undefined)	1.4	-6	-0.1	-3	0	-6	-5	-22	2
O=c1[nH]c(=S)n(-c2ccc(F)cc2)c(O)c1/C=N/N1CCOCC1	0.3	7	0.0	-2	-4	0	-3	-7	-8
Cc1ccc(Cn2c(C)c3cnn(CC(=O)N4CCC5(CC4)OCCO5)c(=O)c3c2C)cc1	1.3	-4	0.1	2	8	-2	10	0	6
Brc1ccccc1CNCCc1ccc2c(c1)OCO2	5.2	0	0.0	-11	0	0	-2	-2	6
CN1CCN(c2nc3ccccn3c(=O)c2C=C2C(=O)N(C)C(=O)N(C)C2=O)CC1	0.4	0	0.5	2	-5	1	-5	34	2
COc1ccc(CCNCc2ccncc2)cc1	2.4	2	0.2	-4	1	-3	-7	0	-4
O=P1(N(CCCl)CCCl)NCCCO1 (centres undefined)	0.1	1	-0.1	-3	18	2	0	-2	9
Cn1cc(C(=O)N2CCCCC2)c2ccccc21	0.5	1	0.1	-1	9	-1	-5	1	4
CN1CCN(CCC(C#N)(c2ccccc2)c2ccccc2)CC1	-0.1	1	0.0	-4	5	-3	0	20	6
O=[N+]([O-])c1ccc(O)c([N+](=O)[O-])c1	0.3	-2	0.0	8	-15	5	-3	-23	-5
CCCCn1c(O)c(/C=N/NC(=O)c2ccncc2)c(=O)[nH]c1=S	1.4	30*	-0.1	-5	-29	-1	-3	2	-26
CC(C)N1C(=O)CCC1C(=O)N1CCC2(CC1)OCCO2 (centres undefined)	0.6	-1	0.6	-1	-3	-8	-8	-20	7
O=C(COc1ccc(Br)cc1)N1CCN(C2CCCC2)CC1	-1.2	1	0.1	7	-2	0	-3	-20	-8
C=CCn1c(O)c(C=NCCCn2ccnc2)c(=O)[nH]c1=O	-2.9	1	0.1	-7	-1	0	-6	5	8
O=C(Cn1ncc2ccccc21)N1CCC2(CC1)OCCO2	-0.7	-3	-0.1	-2	6	-3	2	5	1
Cc1ccc(C(C)C)c(OCC(=O)N2CCN(CC(=O)N3CCOCC3)CC2)c1	-0.7	.	0.1	.	6	.	0	7	-9
O=C1C2CCN(CC2)C1Cc1ccccc1O (centres undefined)	-0.1	1	-0.1	-1	3	6	0	-8	-2
COC(=O)C1=C(c2ccc(F)cc2OCc2ccccc2)C[C@@H]2CC[C@H]1N2C(=O)NCc1ccc(Br)cc1	1.2	.	-0.1	.	4	.	13	3	6
CC1=CC(=C2C(=O)NC(=S)NC2=O)C=C(C(F)(F)F)N1C	3.0	-2	0.0	2	-6	0	5	8	-6
CC/C(=N\NC(=O)Nc1ccccc1)c1c(O)n(Cc2ccccc2)c(=O)[nH]c1=O	-1.0	3	-0.2	2	-11	2	1	14	-3
COc1cccc(-c2sc3ccccc3c2-c2ccc(OCCN3CCOCC3)cc2)c1	.	.	0.4	.	7	.	.	-7	-7
C=C1C(=O)O[C@H]2C[C@@H](C)[C@@H]3C=CC(=O)[C@@]3(C)C[C@H]12	-1.5	1	.	12	-16	0	-5	3	-2
CC1CCCC(C2(O)C(=O)Nc3ccccc32)C1=O (centres undefined)	1.0	0	-0.1	-5	5	1	-4	2	-14
C[C@]12CCC3C(CCC4=C/C(=N/OCC(=O)NC(CCC(N)=O)C(=O)O)CC[C@@]43C)C1CCC2O (some centres undefined)	6.0	2	-0.1	14	4	0	-1	-10	5
NCCc1ccc(S(=O)(=O)F)cc1	0.4	-2	-0.2	2	6	8	-1	.	8
CC(C)NC(C)C(=O)c1ccc2ccccc2c1 (centres undefined)	-0.5	3	0.1	-1	2	-2	1	17	2
COCc1cc(C2SCC(=O)Nc3c2c(=O)[nH]n3C(C)C)ccc1OC (centres undefined)	-0.3	2	0.0	-6	-6	-5	2	-7	-2
Cc1ccc(C(O)P(=O)(Oc2ccccc2)Oc2ccccc2)cc1 (centres undefined)	1.2	0	-0.1	2	0	-2	4	4	7
N=c1c2c(n(Cc3ccc(Cl)cc3Cl)c3c1CCC3)CCCC2	4.2	0	0.1	6	-6	2	-1	6	-4
N#Cc1ccc(/C=C/C(=O)O)cc1	0.0	-2	0.0	-3	3	-4	-1	-8	7

Continued; it opens with the two that closed the last part.
SMILES	PP5 inh	TPT1 inhibitor	Efflux pump inh	HCV core dimer	procasp7 counter	CTSL1 counter	PP1 inh	JMJD2C inh	proCasp3 act
N=c1c2c(n(Cc3ccc(Cl)cc3Cl)c3c1CCC3)CCCC2	4.2	0	0.1	6	-6	2	-1	6	-4
N#Cc1ccc(/C=C/C(=O)O)cc1	0.0	-2	0.0	-3	3	-4	-1	-8	7
Cc1ccc2c(c1)N(C(C)C(=O)N1CCC3(CC1)OCCO3)C(=O)CO2 (centres undefined)	0.2	2	-0.1	3	3	-1	-1	13	9
CCC(C)N1C(=O)/C(=C\c2cc3c4c(c2)CCCN4CCC3)C(=O)NC1=S (centres undefined)	-1.0	22	0.7*	22	-11	-1	4	-9	-12
CCc1ccccc1NC(=O)N1C[C@H]2C[C@@H](C1)c1cccc(=O)n1C2	0.4	3	-0.1	-2	-2	-2	-5	8	8
COc1ccc(C(c2ccc(OC)cc2)C(Cl)(Cl)Cl)cc1	2.6	.	0.3	.	4	.	-1	13	10
C=C1C(=O)O[C@H]2[C@H]1[C@H](OC(=O)CC(=O)O[C@@H]1C[C@@H](C)[C@@H]3C=CC(=O)[C@@]3(C)[C@H]3OC(=O)C(=C)[C@H]13)C[C@@H](C)[C@H]1C=CC(=O)[C@]12C	3.0	4	-0.1	15	-11	1	-3	16	11

Rewritten with values under each structure: entries from further up
Results follow in this order: PP5 inh	TPT1 inhibitor	Efflux pump inh	HCV core dimer	procasp7 counter	CTSL1 counter	PP1 inh	JMJD2C inh	proCasp3 act
O=P1(N(CCCl)CCCl)NCCCO1 (centres undefined)
 : 0.1	1	-0.1	-3	18	2	0	-2	9
Cn1cc(C(=O)N2CCCCC2)c2ccccc21
 : 0.5	1	0.1	-1	9	-1	-5	1	4
CN1CCN(CCC(C#N)(c2ccccc2)c2ccccc2)CC1
 : -0.1	1	0.0	-4	5	-3	0	20	6
O=[N+]([O-])c1ccc(O)c([N+](=O)[O-])c1
 : 0.3	-2	0.0	8	-15	5	-3	-23	-5
CCCCn1c(O)c(/C=N/NC(=O)c2ccncc2)c(=O)[nH]c1=S
 : 1.4	30*	-0.1	-5	-29	-1	-3	2	-26
CC(C)N1C(=O)CCC1C(=O)N1CCC2(CC1)OCCO2 (centres undefined)
 : 0.6	-1	0.6	-1	-3	-8	-8	-20	7
O=C(COc1ccc(Br)cc1)N1CCN(C2CCCC2)CC1
 : -1.2	1	0.1	7	-2	0	-3	-20	-8
C=CCn1c(O)c(C=NCCCn2ccnc2)c(=O)[nH]c1=O
 : -2.9	1	0.1	-7	-1	0	-6	5	8
O=C(Cn1ncc2ccccc21)N1CCC2(CC1)OCCO2
 : -0.7	-3	-0.1	-2	6	-3	2	5	1

Source: PubChem (several laboratories)
